Bioassay records: PubChem BioAssay, National Center for Advancing Translational Sciences (NCATS)
Pf Dd2 growth = blocks in vitro growth of P. falciparum Dd2 | P. falciparum Dd2 growth, SYBR Green, 72 h | Potency, µM (top dose mostly 28.9 µM), for inactives: at the top dose activity, negative = inhibition, hits mostly inhibitors | 120,000 compounds, 4.3% hits | AID 1347417; active = well fitted inhibition curve with a large enough effect; inconclusive = small, poorly fitted or top-dose-only effect; inactive = no such curve, though single readings can be large or run the other way;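 also: plate controls were DMSO vehicle for no effect and reference drug for full effect; nearly all actives have a fitted effect of over 65% in size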
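Infected erythrocytes (Dd2, 0.3% parasitemia, 2.5% hematocrit final) are added to compound in RPMI-1640/Albumax II medium, grown 72 h at 37C in low oxygen, then lysed with saponin/Triton-X containing SYBR Green and read by fluorescence.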
The depositor's hits bear a star; i = inactive; ? = inconclusive; & = joins results of further samples; [ ] = dose if it differs, or a comment. Potency is read from the fitted curve at half-maximal effect.

SMILES	Pf Dd2 growth
O=C(c1ccc(CC2CCN(C(=O)c3nccc4ccccc34)CC2)cc1)N1CCOCC1	?
Cc1ccccc1OC1(C(=O)O)CCN(c2ncccc2C(N)=O)CC1	-2.7%
CCc1ccc(-n2c(=O)c3sc4ccccc4c3n(CC(=O)NC3CCCCC3)c2=O)cc1	i
Fc1cccc(CN2CCc3nc(Nc4ccc5c(c4)OCCO5)ncc3C2)c1F	?
Cc1ccc2scc(N3CCN(c4cccc(C(F)(F)F)c4)CC3)c(=O)c2c1	-14.0%
CCCCn1c(SCC(=O)NCCCOC)nc2c(sc3ccccc32)c1=O	-2.2%
CC(C)NC(=O)C1CCC(=O)N1C1CCN(C(=O)C2CCCCC2)CC1 (stereo not drawn)	22.7%
O=C(CCS(=O)(=O)c1cccc2nonc12)Nc1ccc(Br)cc1	-2.6%
CCc1ccccc1NC(=O)CSc1nc2c(oc3ccccc32)c(=O)n1C	18.7%
Cn1nccc1C(=O)N1C[C@@H](F)C[C@H]1C(=O)N1CCCCC1	50.8%[activator]
CC(=O)Nc1ccc(CN2CCCCC23Cc2ccccc2CNC3=O)cc1 (stereo not drawn)	-4.8%
CCc1ccc(OCCCSc2nc(-c3ccc(C(C)(C)C)cc3)nc3cc(=O)[nH]n23)cc1	11.2µM*
Cc1c(C(=O)OCCOc2ccccc2)[nH]c2c1C(=O)CC(c1ccccc1Cl)C2 (stereo not drawn)	?
CCNC(=O)c1cccnc1OC1CCN(C(=O)c2ccoc2)C1 (stereo not drawn)	-36.5%
CC(C)c1nc2c(c(-c3ccc(Cl)cc3)n1)CCN(C(=O)c1ccccc1F)CC2	?

An excerpt of these results, as labelled records:
CCNC(=O)c1cccnc1OC1CCN(C(=O)c2ccoc2)C1 (stereo not drawn)
  Pf Dd2 growth: -36.5%
Cn1nccc1C(=O)N1C[C@@H](F)C[C@H]1C(=O)N1CCCCC1
  Pf Dd2 growth: 50.8%[activator]
CCc1ccc(OCCCSc2nc(-c3ccc(C(C)(C)C)cc3)nc3cc(=O)[nH]n23)cc1
  Pf Dd2 growth: 11.2µM*
O=C(c1ccc(CC2CCN(C(=O)c3nccc4ccccc34)CC2)cc1)N1CCOCC1
  Pf Dd2 growth: ?

(list continues)
SMILES	Pf Dd2 growth
CCOc1ccccc1CNC(=O)C1CCCN(S(=O)(=O)c2ccc3c(ccn3C)c2)C1 (stereo not drawn)	-28.2%
O=C(c1cccnc1)N1CCC(N2C(=O)C(OCC3CC3)C23CCOCC3)CC1 (stereo not drawn)	16.2%
Cc1ccc(NC(=O)/C=C/c2ccco2)cc1F	102.2%[activator][5.79 µM]
Cc1ccc(C)c(NC(=O)c2cc(S(=O)(=O)NCc3ccccc3)ccc2F)c1	114.2%[activator]
CCc1ccc(C(C)NC(=O)c2ccc3c(c2)N(S(=O)(=O)c2ccccc2)CC3)cc1 (stereo not drawn)	?
Cc1ccc(C(=O)N2CCC3(CC2)C(=NC2CCCCC2)NC(=O)N3c2cc(F)cc(F)c2)cc1	?
CCOC(=O)c1cc(S(=O)(=O)Nc2ccc(C)cc2Cl)[nH]n1	19.1%
COc1cccc(NC(=O)[C@@H]2C[C@H](c3cccc(C(F)(F)F)c3)N(Cc3cnn(C)c3)C2)c1	?
CCc1ccc(-n2nc(CO)c(C(=O)NCCCCc3ccccc3)n2)cc1	58.4%[activator]
COc1ccc(S(=O)(=O)NCC(c2ccco2)N2CCN(c3ccc(F)cc3)CC2)cc1C (stereo not drawn)	-18.7%
CN(Cc1cnccn1)C(=O)c1cc(COc2ccc3c(c2)OCO3)[nH]n1	-2.2%
O=C(Nc1ccccc1F)c1cnc(N2CCCCC2)c2ccccc12	-17.2%
CN(C)C[C@@H]1CN(Cc2ccccc2)C[C@H]1NC(=O)c1ccn[nH]1	i
COc1cccc(NC(=O)Cn2c(=O)c(-c3noc(C)n3)c3n(c2=O)CCCCC3)c1	i
O=C1NC2(Cc3ccccc31)CN(C(=O)C1CCCCC1)C2	10.5%
CC(C)c1nn2c(=O)cc(COC(=O)c3ccccc3Cl)nc2s1	61.3%[activator]
COc1cccc(CNC(=O)CCCn2c(=O)c3cccn3c3ccc(F)cc32)c1OC	?
Cc1nc(-c2ccc(F)cc2)sc1CCNC(=O)c1ccco1	6.6%
CCOc1ccccc1NC(=O)CCn1c(-c2ccc(OC)cc2)cc(C(C)=O)c1C	-13.0%
COc1cccc(CCC(=O)N2C[C@@H](CO)[C@H](c3ccncc3)C2)c1	-28.8%
COc1cccc(N2C(=O)NC(=NC3CCCCC3)C23CCN(Cc2cccnc2)C3)c1 (stereo not drawn)	-24.0%
Cc1ccc(-n2nc(CO)c(C(=O)NCCCCc3ccccc3)n2)cc1C	21.1%
Cc1nn(-c2ccc(F)cc2)c(Oc2ccccc2)c1CCC(=O)N1CCOCC1	-11.0%
CCc1cccc(NS(=O)(=O)c2c(C)[nH]c(=O)[nH]c2=O)c1	-6.4%
COc1ccc(OC)c(NC(=O)c2oc3c(c2C)-c2nn(Cc4ccc(Cl)cc4)cc2CC3)c1	10µM*
CNC(=O)[C@@H]1CN(C(=O)c2cc(C3CC3)[nH]n2)C[C@H]1c1nc(COC)no1	8.1%
CN(C)[C@@H]1CO[C@H](CNC(=O)Nc2ccccc2)[C@H]1O	25.6%[44.1 µM]
CCN(CC)C(=O)c1c(-c2ccccc2)c(-c2ccccc2)nn(CC)c1=O	-17.9%
COc1cccc(-c2cc3c(=O)n(CCNC(=O)c4cc(F)ccc4F)ccn3n2)c1	-12.6%
CN(CC(=O)Nc1ccccc1F)S(=O)(=O)c1ccc2c(c1)c(=O)n(C)c(=O)n2C	-15.0%
COc1cccc(CCC(=O)NC2CCN(c3cc(-c4ccccc4)[nH]n3)CC2)c1	-14.8%
COc1ccc(C(=O)N2CCCC(CO)CCNC(=O)CC2)cc1 (stereo not drawn)	-17.0%
CCN(CC)Cc1nc(C2(O)CCN(Cc3ccccc3C(F)(F)F)CC2)cs1	?
CC(C)c1ccc(N2C(=O)CS(=O)(=O)C23C(=O)N(Cc2cccc(F)c2)c2ccccc23)cc1 (stereo not drawn)	?
CC1=C[C@@H](CNC(=O)C2CCCCC2)[C@H](C(C)C)C[C@H]1Cc1nc2ccc(C)cc2[nH]1	11.2µM*
O=C(Cc1cccc(F)c1)N1CCC(n2cc(-c3nc(-c4ccccc4)no3)nn2)C1 (stereo not drawn)	i
CCOc1ccccc1C(=O)NC1CCN(c2cc(-c3cccs3)[nH]n2)C1 (stereo not drawn)	?
O=C1[C@@H]2C[C@@H](O)CN2C2(CN(Cc3cccnc3)C2)C(=O)N1Cc1ccccc1	-6.5%[44.1 µM]
O=C(Cn1c(=O)c2c(n1Cc1ccccc1)CN(Cc1ccccc1)CC2)NCc1ccc(F)cc1	i
O=C(c1cccc(Cl)c1)N1CCC(N(Cc2ccccc2)C2CCOCC2)CC1	5.01µM*
Cc1oc2ncnc(N3CCOCC3)c2c1C(=O)NCc1ccc(Cl)cc1	36.6%[activator]
Cc1cc(C)n(CC(=O)N2CC(N(C)Cc3cccnc3)C2)n1	5.6%
CNc1nc(N2C[C@H]3CN(CCO)C[C@@]3(C(=O)O)C2)nc2c1CCC2	-3.8%
COCCNC(=O)[C@H]1C[C@H](Oc2ccccc2)CN1C(=O)c1cccc(F)c1	12.2%
Cc1cnc(C(=O)N[C@@H]2CCC[C@@H]2C(=O)NCc2ccccc2F)cn1	?
COc1cccc(CNC(=O)c2oc3c(c2C)-c2nn(Cc4cccc(Cl)c4)cc2CC3)c1OC	i
Cc1ccc(CN2CCOCCNC(=O)[C@H]3CCCC[C@H]32)o1	i
c1cncc(Nc2cc3c(cn2)CN(Cc2c[nH]c4ccccc24)CCN3)c1	?
O=C1CC(c2cccc(O)c2)c2c(nc(SCc3ccccc3F)[nH]c2=O)N1 (stereo not drawn)	-8.5%
CCc1ccc(C2c3c(-c4ccccc4O)n[nH]c3C(=O)N2Cc2cccnc2)cc1 (stereo not drawn)	?
CC(C)(C)c1ccc(S(=O)(=O)c2cnc(SCC(=O)Nc3ccc4c(c3)OCCO4)[nH]c2=O)cc1	?
CN1C[C@@H](NS(=O)(=O)Cc2ccccc2)C[C@H]1c1nc(-c2ccccc2)no1	?
Cc1ccc(C(=O)N2CCC(C(NC(=O)C(C)C)C(=O)NCC(C)C)CC2)cc1 (stereo not drawn)	i
COc1ccc(NC(=O)C(CC(C)C)NC(=O)C2CCCCC2)c(OC)c1 (stereo not drawn)	-4.7%
COc1nccnc1NC1CCN(C(=O)Cc2ccsc2)CC1	10.4%[5.79 µM]
CC(=O)N1CCN(c2cncc(C(=O)N3CCOCC3)n2)CC(O)C1 (stereo not drawn)	-3.8%
CCN(CC)CCn1c(=N)n(CCOc2ccccc2Cl)c2ccccc21	4.47µM*
Cc1ccc(CSc2nc3ccc(NC(=O)COc4ccccc4)cc3s2)cc1	24.7%
Cc1ccc(CN2c3ccccc3-c3nc(SCC(=O)NCc4ccccc4)ncc3S2(=O)=O)cc1	-22.2%
O=C(COc1ccccc1)N1CCC(c2nc(C3CCOCC3)no2)CC1	-7.4%
Other results follow:
SMILES	Pf Dd2 growth
CCOc1ccc(N(C)C(=O)C2CCN(S(=O)(=O)c3c(C)noc3/C=C/c3ccc(C)cc3)CC2)cc1	?
COc1ccc(NC(=O)C2(C)CCCc3cnc(N(C)C)nc32)cn1 (stereo not drawn)	i
Cc1cccc(C2CC(=O)Nc3cc4c(cc32)OCO4)c1 (stereo not drawn)	-2.1%
COC(=O)c1ccccc1NC(=O)c1ccc2c(=O)n3c(nc2c1)CCCCC3	?
COc1ccc(-c2cnc(NCc3ccccc3)c3c2CCO3)cc1	i
Cc1cc(SCC(=O)Nc2ccc(F)cc2F)nc(=O)[nH]1	i
COc1cccc(C(=O)N2CCCC(c3nn(-c4ccc(Cl)cc4)c(=O)[nH]3)C2)c1 (stereo not drawn)	-20.7%
COc1ccc(CNC(=O)CN2C(=O)COc3ccccc32)c(OC)c1	75.6%[activator]
CCc1ccc(C2C(C(=O)Nc3ccccc3)=C(C)Nc3c(C(=O)Nc4ccc(C)cc4)cnn32)cc1 (stereo not drawn)	?
COc1ccc(Cl)cc1NC(=O)CN1C(=O)NC2(CCCCC2)C1=O	i
CCn1cc(S(=O)(=O)N2CCC(C(=O)O)(n3cccn3)CC2)cn1	-3.3%
O=C(NCCn1ccn2nc(-c3ccc(F)cc3)cc2c1=O)c1cccc2[nH]ccc12	i
CC(C)CN1CCN(C(=O)C2CCCN(S(=O)(=O)c3ccccc3)CCC(=O)NCC2)CC1 (stereo not drawn)	-7.4%
CCOc1ccc(CC(=O)N2CCC(n3cc(-c4nc(C5CC5)no4)nn3)C2)cc1 (stereo not drawn)	i
COc1ccc(-c2noc(N3CCC(C(=O)N4CCN(c5cccc(OC)c5)CC4)CC3)n2)cc1	-18.9%
O=C1CC(c2noc(-c3ccco3)n2)CN1C1CCCCC1 (stereo not drawn)	13.7%
COc1cccc(C(O)c2nc(C(=O)Nc3nc(C)cs3)c(C)o2)c1 (stereo not drawn)	-15.7%[44.1 µM]
CCc1nc2c(c(-c3ccc(Cl)cc3)n1)CCN(Cc1ccc(N(C)C)cc1)CC2	?
COc1ccc(S(=O)(=O)N2CCC(c3nnc(-c4ccccc4C)o3)CC2)c(OC)c1	-12.2%
CCCCn1c(CN(C)Cc2cnn(-c3ccccc3C)c2)cnc1S(=O)(=O)CC	?
CN1[C@@H](CCC(=O)N2CC[C@@H](O)C2)CNC(=O)[C@@H]2[C@H]1CCN2Cc1csnn1	i
Cn1c(Cn2ccnc2)nnc1C1CCCN(c2ncccc2C(N)=O)C1 (stereo not drawn)	9.9%
Cc1ccccc1C(=O)N1CCc2c(nc(-c3ccncc3)nc2N(C)C)C1	?
Cc1ccccc1NC(=O)c1sc2nc3n(c(=O)c2c1C)N=C(c1ccccc1)CS3	14.3%
CCOC(=O)c1ccc(NC(=O)c2c(C)oc3nc(C)nc(N4CCCC4)c23)cc1	?
COCCNc1ncnc2c1CN(c1ccccc1C)C(=O)CN2C	25.9%[44.1 µM]
COc1ccc(CNC(=O)c2ccc3c(c2)nc2n3CCOC2)c(OC)c1	-8.3%
CN(C)C(=O)N1CCN(C2CCNCC2)C(=O)C1	6.2%[44.1 µM]
Cc1cn(CC(=O)N[C@@H]2COCC[C@@H]2OCC2CC2)c(=O)[nH]c1=O	-19.6%
COCC(=O)NC1CCN(c2nc3ncccc3o2)CC1	8.9%&2.7%[44.1 µM]

Retrieved by structure from above (three):
SMILES	Pf Dd2 growth
CCOc1ccccc1CNC(=O)C1CCCN(S(=O)(=O)c2ccc3c(ccn3C)c2)C1 (stereo not drawn)	-28.2%
COc1ccc(NC(=O)C2(C)CCCc3cnc(N(C)C)nc32)cn1 (stereo not drawn)	i
Cc1ccccc1OC1(C(=O)O)CCN(c2ncccc2C(N)=O)CC1	-2.7%

Carrying on:
SMILES	Pf Dd2 growth
Cc1cccc(C)c1NC(=O)N1CCCC1c1nncn1C1CCCC1 (stereo not drawn)	-2.2%
COc1ccc(C(C)NC(=O)c2noc(-c3ccc4c(c3)OCO4)n2)cc1 (stereo not drawn)	-0.1%
CCCCN1C(=O)c2[nH]nc(-c3ccccc3O)c2C1c1cc(Br)c(O)c(OC)c1 (stereo not drawn)	-23.9%
Cc1cccc(C)c1NC(=O)c1cccc(CN2CCCC2C)c1 (stereo not drawn)	10µM*
COc1ccc2c(c1)c(CC(=O)Nc1cc(C)cc(C)c1)c(C)n2C(=O)c1ccc(Cl)cc1	39.2%
CC(CC(=O)NCc1ccc(Cl)cc1)CC1=NS(=O)(=O)c2ccccc2N1 (stereo not drawn)	?
COc1ccc(C(=O)N2C(C(=O)NCc3ccco3)COC23CCN(C(=O)CC(C)(C)C)CC3)cc1 (stereo not drawn)	21.4%

The list is partial, so the mix of outcomes need not match the whole.
